# High-throughput results (PubChem)
# GAA glycogen mod: qHTS Assay for Inhibitors and Activators of Human alpha-Glucosidase Cleavage of Glycogen; Lysosomal alpha-glucosidase (Homo sapiens), P10253; recombinant GAA, glycogen substrate, Amplex Red glucose oxidase fluorescence; Potency, µM (titrated, usually from 76.4 µM), without a hit: at the highest dose activity change, negative = inhibition, hits mostly inhibitors; hit rate 0.38% among 300,000; AID 2100, 2009; active = well fitted inhibition curve with a large enough effect; inconclusive = small, poorly fitted or top-dose-only effect, or another doubt; inactive = no such curve, though single readings can be large or run the other way;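 note: 0% = full enzyme reaction and -100% = no-enzyme basal signal; the screen sought inhibitors and activators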
#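 Recombinant enzyme (4 nM final) with compounds titrated up to 77 uM and bovine liver glycogen (30 ug) in citrate pH 5.0, 0.01% Tween-20, 37 C 40 min. Released glucose detected by Amplex Red/glucose oxidase (Ex 573/Em 610); AC50 from Hill fits.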
# An asterisk follows results filed as active; ? = inconclusive; [ ] = dose if it differs, or a comment. Potency is the fitted concentration of half-maximal effect. These rows are one share of the data. The share of hits here may be higher or lower than overall.
SMILES,GAA glycogen mod
O=C(Nc1ccccc1)c1cccc(N2C(=O)C3C4CC(C(Br)C4Br)C3C2=O)c1 (centres undefined),-13%[76.3 µM]
Cc1ccc(-c2noc(CNC(=O)c3ccc4c(c3)OCO4)n2)cc1,1%[76.3 µM]
COc1cc(C(=O)Nc2c(C(=O)O)[nH]c3ccc(C)cc23)cc(OC)c1OC,4%
O=C(COc1cc2oc(=O)c3c(c2cc1Cl)CCC3)Nc1ccccn1,2%[76.3 µM]
COc1ccccc1CC(NC(C)=O)C(=O)NC1CCN(C(=O)c2ccc(C)cc2)CC1 (centres undefined),2%
NS(=O)(=O)c1ccc(CNC(=O)c2cc(-c3cccnc3)nc3ccccc23)cc1,-2%
O=C(NC1CCN(Cc2ccccc2)CC1)c1cccc(Br)c1,1%
Cn1c(=O)c2c(ncn2CC(=O)N2CCN(S(=O)(=O)c3ccccc3)CC2)n(C)c1=O,0%[76.3 µM]
CCOCCc1nnc(NC(=O)CCC2CCCCC2)s1,3%[76.3 µM]
Cc1csc(SCC(=O)Nc2ccccc2)n1,3%
COc1ccc(CCNC(=O)CCS(=O)(=O)c2ccc3c(c2)NC(=O)CO3)cc1OC,9%[76.3 µM]
S=C(Nc1cccc(Cl)c1Cl)NC1CCN(Cc2ccccc2)CC1,-11%[76.3 µM]
CCC(C)(C)NC(=O)C(c1cccc(OC)c1OC)N(C(=O)CCC(=O)Nc1cc(C)on1)c1ccc2c(c1)OCCO2 (centres undefined),-2%[76.3 µM]
O=C1C(=O)N(CCN2CCOCC2)C(c2cccc(Cl)c2)/C1=C(/O)c1ccc2c(c1)OCO2 (centres undefined),-7%[76.3 µM]
CC(OC(=O)c1ccc2c(=O)n3c(nc2c1)CCC3)C(=O)NC1CCCCC1C (centres undefined),-2%[76.3 µM]
C[n+]1c(/C=C/c2ccc(O)cc2)ccc2ccccc21,0%
C=CCn1cccc(C(=O)Nc2ccc(F)cc2)c1=O,6%
COc1ccc(N2CCN(C(=O)CCc3ccccc3)CC2)cc1,-7%
COC(=O)C(C)Oc1ccc2c(c1)O/C(=C\c1ccco1)C2=O (centres undefined),3%
NS(=O)(=O)c1ccc(NC(=S)NNC(=O)c2ccc(Br)o2)cc1,-3%[76.3 µM]
CC(C)C(=O)NNC(=O)CSc1ncnc2c1cnn2-c1ccccc1Cl,2%
CS(=O)(=O)c1nc(S(=O)(=O)c2ccc(Cl)cc2)c(N2CCCCC2)s1,-4%[76.3 µM]
Cc1ccc(S(=O)(=O)N2CCC(C(=O)NCC3CCCCC3)CC2)cc1,-1%[76.3 µM]
CC1CCCCN1C(=O)CSc1nnc(-c2ccccc2F)o1 (centres undefined),0%
COc1ccc(CCN2CCCn3c2nc2c3c(=O)n(CC(N)=O)c(=O)n2C)cc1OC,2%

# The list continues:
SMILES,GAA glycogen mod
CCCCOc1ccc(/C(O)=C(\C#N)c2nc3ccccc3[nH]2)cc1,1%
CCCn1cc(SCC(=O)NC2CCCC2)c2ccccc21,6%[76.3 µM]
CC(C)c1ccc(N(CC(=O)NCCc2ccccc2)C(=O)c2csnn2)cc1,-8%
COc1cccc2[nH]c(C(=O)NCc3ccccc3)cc12,4%
CCC(Cc1ccccc1)NS(=O)(=O)c1ccc2c(c1)NC(=O)CO2 (centres undefined),1%[76.3 µM]
COc1ccc(C(=O)Nc2nnc(SCC(=O)NC3CC3)s2)cc1,3%[76.3 µM]
CN(C)CCCN(C(=O)CCS(=O)(=O)c1ccccc1)c1nc2cc3c(cc2s1)OCO3,-1%[76.3 µM]
CN(Cc1ccco1)C(=O)c1cc2c(s1)-c1ccc(Cl)cc1S(=O)(=O)C2,1%[76.3 µM]
Cc1cc(Cl)ccc1NC(=O)c1ccc2c(c1)CCN2S(C)(=O)=O,-2%
O=C(NCc1ccc(F)cc1)c1ccc(CS(=O)Cc2ccccc2Cl)o1 (centres undefined),-10%[76.3 µM]
Cc1ccc(S(=O)(=O)CCC(=O)OCC(=O)NCC(=O)Nc2cccc(C)c2C)cc1,-3%[76.3 µM]
NS(=O)(=O)c1ccc(CNC(=O)c2cc(-c3cccnc3)nc3ccc(Cl)cc23)cc1,-4%[76.3 µM]
Cc1oc2c(CN3CCCCC3C)c(O)ccc2c(=O)c1-c1ccc(Br)cc1 (centres undefined),3%
NS(=O)(=O)c1ccc(-n2nncc2-c2ccco2)cc1,-3%
OC(COc1ccc(Br)cc1)Cn1ccnc1 (centres undefined),-17%
O=C(Nc1nnc(-c2ccncc2)o1)c1ccc2ccccc2c1,0%[76.3 µM]
O=C(CCCCCN1C(=O)[C@@H]2Cc3ccccc3CN2C1=O)N[C@@H](Cc1ccc(O)cc1)C(=O)O,-9%[76.3 µM]
CCCCN(CC)CCNC(=O)c1cc2c(=O)n(C)c3ccccc3c2s1,6%
COc1ccc(/C=C2\Oc3cc(OCC(N)=O)ccc3C2=O)cc1OC,-4%
CNc1ccc(/C=C(\C#N)C(=O)Nc2ccccn2)cc1[N+](=O)[O-],-5%[76.3 µM]
CC(C)C[C@@H]1NC(=O)N(CCCn2ccnc2)C1=O,0%
Fc1ccccc1/C=N/Nc1ccc(Cl)nn1,4%
Cc1cc(Br)c(S(=O)(=O)NCc2ccncc2)cc1C,-11%[76.3 µM]
C/C(=N\NC(=O)c1cc2ccccc2cc1O)c1ccccn1,?
CC(CN1C(C)CCCC1C)OC(=O)c1ccccc1Br (centres undefined),0%

# Reprinted from the part before: four compounds; new compounds follow.
SMILES,GAA glycogen mod
Fc1ccccc1/C=N/Nc1ccc(Cl)nn1,4%
Cc1cc(Br)c(S(=O)(=O)NCc2ccncc2)cc1C,-11%[76.3 µM]
C/C(=N\NC(=O)c1cc2ccccc2cc1O)c1ccccn1,?
CC(CN1C(C)CCCC1C)OC(=O)c1ccccc1Br (centres undefined),0%
CCOc1cccc(/C=N/N=C/c2cccc(OCC)c2O)c1O,-4%
CCC(C)C(NC(=O)C1CCC(C)CC1)C(=O)Nc1ccc(OC)cc1 (centres undefined),-4%
Cc1ccc(-n2ncc3c2CCCC3NC(=O)c2ccccc2N2CCOCC2)cc1C (centres undefined),-8%[76.3 µM]
Nc1nc(SCC(=O)Nc2cc(C(F)(F)F)ccc2Cl)[nH]c(=O)c1NC(=O)c1ccco1,0%[76.3 µM]
Nc1ccc(S(=O)(=O)NC(Cc2ccccc2)C(=O)O)cc1 (centres undefined),8%[76.3 µM]
CC(Oc1ccc2c3c(c(=O)oc2c1)CCCC3)C(=O)NCc1cccnc1 (centres undefined),-18%[76.3 µM]
COCC(=O)N1CCC(Oc2ccc(C(=O)N3CCN(C)C[C@@H]3C(C)C)cc2)CC1,-10%[76.3 µM]
CCOc1ccc(NCc2cccn2-c2nnc(N3CCC(C(=O)NCCCN4C(C)CCCC4C)CC3)s2)cc1 (centres undefined),?
CC(C)CN(CC(C)C)C(=O)c1cc2c(=O)n3ccccc3nc2s1,7%
CC(C(=O)N1CCc2ccccc21)N1CCN(Cc2ccc(Cl)cc2)CC1 (centres undefined),-1%
CC1CCCC(C)N1S(=O)(=O)c1ccc(NC(=O)CNC2CCCC2)cc1 (centres undefined),-1%
Cc1nc(-c2ccc(F)cc2)c(CC(=O)N2CCN(S(=O)(=O)c3ccccc3Br)CC2)s1,-7%[76.3 µM]
COc1ccccc1CN1CCNC(=O)C1CC(=O)NC1CCCCCC1 (centres undefined),6%[76.3 µM]
C=CCNc1nc2ccccc2nc1NS(=O)(=O)c1ccc(OC)cc1,-12%
CCOC(=O)C1CCN(C2=NC(=O)/C(=C/c3ccc(Cl)cc3)S2)CC1,0%
CCN(CC)CCNC(=O)c1ccc2c(c1)NC(=O)c1ccccc1S2,-3%
COc1ccc(/C=N/NC(=O)CCC(=O)Nc2ccc(Br)cc2)c(OC)c1,-1%
Cc1ccccc1NC(=O)CCCN1C(=O)C2CC=CCC2C1=O (centres undefined),-4%[76.3 µM]
COC(=O)c1ccc2nc(NC(=O)C3CC3)sc2c1,-12%[76.3 µM]
O=C(CCCN1C(=O)S/C(=C\C=C\c2ccccc2)C1=O)Nc1ccc(C(=O)O)cc1,-2%[76.3 µM]
Cc1ccc(CN2CCNC(=O)C2CC(=O)N(C)Cc2cnccn2)cc1 (centres undefined),10%[76.3 µM]
COc1cccc(NC(=O)C2CCN(S(=O)(=O)c3ccc4[nH]c(=O)oc4c3)CC2)c1,-5%[76.3 µM]
C/C(CC(=O)Nc1ccc(C)c(Cl)c1)=N\NC(=O)C1CCCCC1,1%
Cc1ccc(N(C(=O)c2snc(C(N)=O)c2N)C(C(=O)NCc2ccccc2)c2ccncc2)c(C)c1 (centres undefined),-5%
COc1ccc(/C=N/Nc2nnc(C)n2N)cc1OC(C)=O,-3%

# Continuation:
SMILES,GAA glycogen mod
O=C(C1CCC(CNS(=O)(=O)c2ccccc2)CC1)N1CCOCC1 (centres undefined),-2%
C/C(=N\Nc1nncc2ccccc12)c1cccc(OC(F)F)c1,1%
CC(CC(=O)O)CC(=O)N1CCN(S(=O)(=O)c2cccs2)CC1 (centres undefined),-14%[76.3 µM]
Cn1c(SCC(=O)NC2CC2)nnc1-c1ccccc1Cl,0%[76.3 µM]
COc1ccc(OC)c(S(=O)(=O)Nc2cc(C)on2)c1,-4%[76.3 µM]
Cc1ncc(CN2CCCC(C(=O)Nc3ccc(-c4ccco4)cc3)C2)n1C (centres undefined),-4%[76.3 µM]
COc1ccc(OCc2nnc(SCC(=O)Nc3cccc(Cl)c3)o2)cc1,-10%
Cc1snc(SCc2cccc(Cl)c2)c1C#N,2%
CC(C)Oc1ccc(CN2CCC(n3nccc3NC(=O)CCc3ccccc3)CC2)cc1,4%[76.3 µM]
CCCOC1CCCN(C(=O)c2ccc(OC3CCN(C(=O)CCOC)CC3)cc2)C1 (centres undefined),-4%[76.3 µM]
CN(CC(=O)NCCc1ccc(Cl)cc1)S(=O)(=O)c1cccs1,-2%
Cc1cc2nc(-c3ccc(=O)[nH]c3)n(C)c2cc1C,0%
COc1ccc(OC)c(S(=O)(=O)N2CCC(C(=O)NC3CC3)CC2)c1,-5%
O=C(NCCCN1CCCC1=O)Nc1ccccc1F,8%[76.3 µM]
Cc1ccc(S(=O)(=O)/N=C(/NNC(=O)c2cccc(Cl)c2)c2ccccc2)cc1,-4%
O=C(COc1ccc2c3c(c(=O)oc2c1)CCC3)N1CCCCC1,-2%
O=C(NCCCNC(=O)c1ccccn1)c1ccc(Br)cc1,-12%[76.3 µM]
CC1CN(CC(=O)Nc2ccc(S(N)(=O)=O)cc2)CC(C)O1 (centres undefined),-3%
COc1ccc(C(=O)Nc2ccnn2C2CCN(C(=O)CCC(F)(F)F)CC2)cc1,6%[76.3 µM]
O=C(CSc1nnc(NC(=O)C2CC2)s1)NCc1ccccc1,-2%[76.3 µM]
COc1ccc(Cl)cc1NC(=O)C(C)N1CCN(c2ccccn2)CC1 (centres undefined),0%
Cc1ccc(CNC(=O)Nc2ccc(OC(F)(F)F)cc2)n1C,-3%
COc1ccc(Cc2nc3ccc(C(=O)NCCc4ccncc4)cc3o2)cc1OC,-1%[76.3 µM]
COc1cc2c(cc1OC)C(c1cc(Br)ccc1F)N(C(=O)CCl)CC2 (centres undefined),-6%
O=C(O)CCCC(=O)Nc1ccccc1SCCS(=O)(=O)c1ccc(Cl)cc1,-10%

# 4 records drawn at random from those above:
SMILES,GAA glycogen mod
CC1CN(CC(=O)Nc2ccc(S(N)(=O)=O)cc2)CC(C)O1 (centres undefined),-3%
CN(CC(=O)NCCc1ccc(Cl)cc1)S(=O)(=O)c1cccs1,-2%
COc1ccc(Cc2nc3ccc(C(=O)NCCc4ccncc4)cc3o2)cc1OC,-1%[76.3 µM]
CCCOC1CCCN(C(=O)c2ccc(OC3CCN(C(=O)CCOC)CC3)cc2)C1 (centres undefined),-4%[76.3 µM]

# The main list resumes; the 4 compounds before the break are reprinted first.
SMILES,GAA glycogen mod
Cc1ccc(CNC(=O)Nc2ccc(OC(F)(F)F)cc2)n1C,-3%
COc1ccc(Cc2nc3ccc(C(=O)NCCc4ccncc4)cc3o2)cc1OC,-1%[76.3 µM]
COc1cc2c(cc1OC)C(c1cc(Br)ccc1F)N(C(=O)CCl)CC2 (centres undefined),-6%
O=C(O)CCCC(=O)Nc1ccccc1SCCS(=O)(=O)c1ccc(Cl)cc1,-10%
COCCCNc1nc2c(c(=O)n(Cc3cccc(Br)c3)c(=O)n2C)n1C,-2%
COc1ccc(C(=O)NC(C)CCn2cccn2)cc1OC1CCN(C(C)C)CC1 (centres undefined),1%[76.3 µM]
CCOC(=O)C(C)NC(=O)CCc1nnc2ccc(N3CCCCC3)nn12 (centres undefined),-1%
O=C(CSc1ccccc1)Nc1ccc2c(c1)OCCO2,1%[76.3 µM]
Cc1c(CC(=O)O)c(=O)oc2c(C)c(OCc3c(F)cccc3Cl)ccc12,-8%
CCCCOc1ccc(C(=O)OCC(=O)N2CCOCC2)cc1,3%
CC1CCCCC1NC(=O)CSc1nnc(COc2ccc(Cl)cc2)o1 (centres undefined),-2%[76.3 µM]
COc1ccc(OC)c(S(=O)(=O)N2CCC(C(=O)NCc3cccnc3)CC2)c1,7%[76.3 µM]
Cc1ccc(S(=O)(=O)N(Cc2cc3ccccc3[nH]c2=O)CC2CCCO2)cc1 (centres undefined),-2%
C=CCN1CC(=O)N2C(c3ccccc3)c3[nH]c4ccccc4c3C[C@H]2C1=O (some centres undefined),4%
CCc1sc(C(=O)NCc2ccco2)cc1C,3%[76.3 µM]
